Compound activity as filed in PubChem BioAssay.
GAA inhib: inhibitors of human lysosomal alpha-glucosidase | P10253 | purified human GAA, 4-MU-alpha-glucoside fluorescence | Potency, µM (series often up to 76.9 µM), for inactives: at the highest dose activity change, negative = inhibition, usual class: inhibitors | 200,000 compounds, 0.005% hits | AID 1466;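 also: plate controls were uninhibited enzyme wells for no effect and no-enzyme background for full effect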
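AC50 values come from Hill fits of compound titrations (up to 77 uM) against 4 nM human enzyme. Substrate 4-methylumbelliferyl-alpha-D-pyranoside at 400 uM, pH 5.0 citrate buffer, 20 min room temperature; fluorescence Ex 365/Em 440 after alkaline stop.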
TRb SRC2 PPI: disrupts binding of human TR beta to SRC2 | TRbeta-SRC2 peptide binding, fluorescence polarization; receptor liganded with 1 µM T3 | Potency, µM (top dose mostly 106 µM), for the others: at the highest dose activity change, negative = inhibition, usual class: inhibitors | AID 1469 | 280,000 compounds, 0.065% hits;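 also: plate controls were bound peptide for no effect and peptide without receptor for full effect; nearly all actives have a fitted effect of over 50% in size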
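A fluorescence polarization screen tested compounds at multiple concentrations against complex formation between 0.6 uM TRb ligand-binding domain and 20 nM Texas Red SRC2 peptide, with 1 uM T3 present; readout after 5 hr.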
TR SRC2 fluor cs: Texas Red fluorescence interference in TRb-SRC2 counter-screen; TRb/SRC2 Texas Red total fluorescence interference; Potency, µM (top dose mostly 106 µM), for the others: at the top dose fluorescence change, negative = quenching; 280,000 compounds, 0.29% hits; AID 1479; active = well fitted curve in either direction with a large enough effect; inconclusive = small, poorly fitted or top-dose-only effect
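Human TRb ligand-binding domain at 0.6 uM with 20 nM Texas Red SRC2 peptide in Tris buffer containing 1 uM T3 and 5% DMSO, incubated with compound 5 h at ambient temperature. Total fluorescence (555/632 nm) calculated as parallel + 2 × perpendicular.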
L3MBTL1 block: blocks human L3MBTL1. AID 485360. Potency, µM (doses to about 57.1 µM), for inactives: at the top dose activity, negative = inhibition, actives largely listed as inhibitors. 230,000 compounds, 0.66% hits. AlphaScreen L3MBTL1–H3K9me1 peptide binding; also: nearly all actives have a fitted effect of over 60% in size
Target sequence (Q9Y468 whole entry, looked up): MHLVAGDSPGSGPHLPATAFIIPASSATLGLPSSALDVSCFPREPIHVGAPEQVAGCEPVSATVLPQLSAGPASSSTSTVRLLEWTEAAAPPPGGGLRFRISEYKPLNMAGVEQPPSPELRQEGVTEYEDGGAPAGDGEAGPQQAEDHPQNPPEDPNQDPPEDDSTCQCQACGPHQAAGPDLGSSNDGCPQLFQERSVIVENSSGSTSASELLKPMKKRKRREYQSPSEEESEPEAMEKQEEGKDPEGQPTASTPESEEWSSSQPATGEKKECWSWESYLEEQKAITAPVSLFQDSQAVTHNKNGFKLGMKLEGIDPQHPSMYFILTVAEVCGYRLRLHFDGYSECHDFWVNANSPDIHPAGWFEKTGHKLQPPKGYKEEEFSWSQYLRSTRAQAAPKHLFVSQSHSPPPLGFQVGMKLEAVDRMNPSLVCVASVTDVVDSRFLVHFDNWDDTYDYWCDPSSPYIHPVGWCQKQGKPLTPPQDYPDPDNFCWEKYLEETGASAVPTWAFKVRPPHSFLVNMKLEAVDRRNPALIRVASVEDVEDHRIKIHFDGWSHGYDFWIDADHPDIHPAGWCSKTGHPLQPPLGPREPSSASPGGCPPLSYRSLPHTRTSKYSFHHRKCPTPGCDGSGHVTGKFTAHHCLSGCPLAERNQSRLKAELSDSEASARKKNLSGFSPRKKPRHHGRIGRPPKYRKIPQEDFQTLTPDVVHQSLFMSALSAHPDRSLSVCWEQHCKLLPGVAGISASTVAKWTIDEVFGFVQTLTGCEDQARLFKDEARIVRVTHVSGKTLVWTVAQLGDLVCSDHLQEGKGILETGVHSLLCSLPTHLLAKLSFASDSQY
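AlphaScreen proximity signal between nickel-chelate acceptor and streptavidin donor beads (final 10 ug/mL) reports binding of 50 nM L3MBTL1 to 75 nM biotin-H3 K9me1 peptide; complex incubated with compounds 30 min at room temperature; cefsulodin titration as control.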
RGS12 GoLoco inh: blocks human Gai1 binding to RGS12 GoLoco peptide, red readout; P63096; Potency, µM (titrated, usually from 61.6 µM), without a hit: at the highest dose activity, negative = inhibition, hits mostly inhibitors; AID 880; 230,000 compounds, 0.44% hits; Gai1:RGS12 GoLoco peptide FP, rhodamine, 10 min; active = well fitted inhibition curve with a large enough effect, not every such curve was filed as active; inactive = no such curve, though single readings can be large or run the other way; also: nearly all actives have a fitted effect of over 30% in size; many of its hits are not listed in these tables
aGlu spleen mod: lysosomal alpha-glucosidase (human) modulation; P10253; Potency, µM (titrated, usually from 79.9 µM), for the others: at the highest dose activity change, negative = inhibition, usual class: inhibitors; AID 2112; human spleen homogenate, 4-MU-alpha-glucoside fluorescence; 240,000 compounds, 0.006% hits;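 also: 0% = enzyme with vehicle and -100% = no enzyme basal signal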
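AC50 values come from Hill-equation fits of concentration-response data, normalized to no-enzyme and full-activity controls. Enzyme source: 1 ug human spleen homogenate; 1 mM fluorogenic 4-MU glucoside, pH 5.0 citrate buffer, 37 C, 40 min.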
GAA glycogen mod: alters human alpha-glucosidase cleavage of glycogen; P10253; recombinant GAA, glycogen substrate, Amplex Red glucose oxidase fluorescence; Potency, µM (titrated, usually from 76.4 µM), inactives show top-dose activity change, negative = inhibition, hits mostly inhibitors; 300,000 compounds, 0.38% hits;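 also: 0% = full enzyme reaction and -100% = no-enzyme basal signal; the screen sought inhibitors and activators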
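Recombinant human enzyme (4 nM); glycogen substrate; 37 C, 40 min, pH 5.0. Readout: coupled glucose oxidase/Amplex Red fluorescence.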
RECQ1 inh: RECQ1 (human) helicase inhibition. P46063. RECQ1 DNA unwinding, red fluorescence kinetic read. Potency, µM (highest dose often 57.3 µM), inactives show at the top dose activity, negative = inhibition, actives largely listed as inhibitors. 240,000 compounds, 0.54% hits. AID 2549;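 also: plate controls were vehicle for no effect and no enzyme for full effect; nearly all actives have a fitted effect of over 30% in size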
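RECQ1T1 50 nM; forked duplex (20 bp + 30-nt ss tails) 200 nM, ATP 2 mM final; pH 8.0, 2 mM MgCl2, 2.5 ug/ml poly(dI-dC); 15 min compound preincubation; discontinuous kinetic read over 2 h at RT.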
An asterisk follows results filed as active; i = inactive; ? = inconclusive; . = not tested or not shown; & = joins results of further samples; [ ] = dose if it differs, or a comment. Unless noted, calls follow the shape of the dose curve; as a rule, active = well fitted curve in the direction sought with a large enough effect; inconclusive = small, poorly fitted or top-dose-only effect, or another doubt; inactive = no such curve, though single readings can be large; an effect the other way counts as inactive or inconclusive. Unless noted, % is scaled to controls: 0 for no effect and ±100 for the full control effect; potency is read from the fitted curve at half-maximal effect.

no. | smiles | GAA inhib | TRb SRC2 PPI | TR SRC2 fluor cs | L3MBTL1 block | RGS12 GoLoco inh | aGlu spleen mod | GAA glycogen mod | RECQ1 inh
1 | CC(C)CCN1C(=O)c2ccc(-c3nc4ccccc4c(=O)o3)cc2C1=O | -7% | 8% | 1% | 0% | 2% | 5% | 6% | 10%
2 | CC1CN(C(=O)COC(=O)c2ccc(Cl)c(S(=O)(=O)N3CCCCC3)c2)CC(C)O1 (stereo not drawn) | ? | -9% | -5% | 0% | -11% | 2% | 8% | i
3 | COc1ccccc1NS(=O)(=O)c1cccc(NC(=O)c2nc3nc(C)cc(C)n3n2)c1 | 6% | 4% | -4% | . | 6% | -7% | 3% | -9%
4 | Cc1ccc(S(=O)(=O)N2CCOCC2)cc1NC(=O)Cn1cc(C(F)(F)F)cc(Cl)c1=O | ? | 0% | 2% | 8% | -4% | 1% | 11% | -2%
5 | O=C(NCC(c1cccnc1)N1CCOCC1)C1CCCCC1 (stereo not drawn) | 5% | -1% | -9% | 5% | 6% | 1% | -1% | -4%
6 | CC1Cc2ccccc2N1C(=O)CCNS(=O)(=O)c1ccc2c(c1)CCC(=O)N2 (stereo not drawn) | -4% | 0% | -4% | -3% | 26% | -4% | 1% | -5%
7 | CCOC(=O)c1ccccc1NCN1C(=O)CSC1=O | ? | -4% | -3% | -1% | 11% | 9% | 2% | i
8 | Cc1ccc(NC(=S)N(CCN(C)C)Cc2cc3cc(C)cc(C)c3[nH]c2=O)cc1 | 1% | -2% | 1% | -2% | 2% | -13% | -2% | -7%
9 | COc1ccc2c(Cl)c(-c3nnco3)sc2c1 | -2% | -3% | 2% | -2% | 9% | -8% | -2% | 3%
10 | COCCNC(=O)COc1ccc(Nc2ccccc2)cc1 | 4% | -14% | -1% | -1% | -1% | -4% | -27% | i
11 | Cc1cc(C)n(C(=O)COc2ccccc2[N+](=O)[O-])n1 | -6%[15.4 µM] | 2% | -1% | -3% | -2% | 2% | 7% | -3%
12 | CCN1C(=O)N[C@@H](CCc2ccccc2)[C@H](C(=O)OC)[C@H]1C | . | 5%[11.2 µM] | -3%[11.2 µM] | . | 7%[14.2 µM] | 2%[17.4 µM] | . | i[11.5 µM]
13 | O=[N+]([O-])c1ccc(NC(=S)NCc2ccncc2)cc1 | -6% | -2% | -3% | . | 2% | 1% | 2% | i
14 | O=C(O)CCn1cc(C(=O)O)c(-c2ccccc2)n1 | . | 5% | -7% | 11% | 2% | -5% | 7% | -13%
15 | O=C(NCc1ccco1)c1ccc(S(=O)(=O)N2CCCc3ccccc32)cc1 | -2% | 16% | 0% | . | 33%[activator] | 0% | -22% | -9%
16 | COc1ccc(Cl)cc1NC(=O)CNc1ccccc1N1CCOCC1 | -6% | -3% | -4% | . | -9% | -5% | -1% | 0%
17 | CCOC(=O)Cc1nnc(NC(=O)c2ccccc2OCC)s1 | -1% | 5% | -1% | -6% | 0% | -4% | -1% | 1%
18 | Cc1ccc(C)c(NC(=O)CS(=O)(=O)c2cccc3nsnc23)c1 | 10% | 2% | 0% | 4% | 8% | -4% | 4% | i
19 | Cc1cccc(C)c1OCc1nnc(SCC(=O)Nc2cccc(C(=O)N3CCOCC3)c2)n1C | 2% | -4% | -1% | 3% | -3% | -7% | 1% | -1%
20 | CC(=O)N(C(C)=O)N1C(=O)c2cccc3c(N4CCOCC4)ccc(c23)C1=O | -1% | -3% | -3% | 10% | 21% | -4% | -1% | -20%
21 | O=C(CC(C(=O)O)c1ccccc1)Nc1ccccc1 (stereo not drawn) | 8% | -21% | -8% | 7% | 17% | -1% | 1% | i
22 | COC(=O)c1cc(Cl)c(NC(=O)c2ccco2)cc1OC | 1% | -4% | 0% | . | -1% | -6% | 5% | 0%
23 | CSc1ncccc1C(=O)OCC(=O)c1ccc(Br)s1 | -10% | 9% | 1% | 44%[activator] | 6% | -8% | -1% | -6%
24 | COCCN(C(=O)C1CCCC1)c1c(N)n(Cc2ccccc2)c(=O)[nH]c1=O | -7% | -3% | -2% | 4% | 8% | -3% | 6% | -10%
25 | O=C(O)CCCC(=O)Nc1ccc(Cl)c(Cl)c1 | -1% | 8% | 1% | 2% | 9% | 2% | 3% | -1%

Entries shown so far with a furan ring, fused or not (2):
no. | smiles | GAA inhib | TRb SRC2 PPI | TR SRC2 fluor cs | L3MBTL1 block | RGS12 GoLoco inh | aGlu spleen mod | GAA glycogen mod | RECQ1 inh
15 | O=C(NCc1ccco1)c1ccc(S(=O)(=O)N2CCCc3ccccc32)cc1 | -2% | 16% | 0% | . | 33%[activator] | 0% | -22% | -9%
22 | COC(=O)c1cc(Cl)c(NC(=O)c2ccco2)cc1OC | 1% | -4% | 0% | . | -1% | -6% | 5% | 0%

Arranged by molecular weight (descending): three of the compounds above
no. | smiles | GAA inhib | TRb SRC2 PPI | TR SRC2 fluor cs | L3MBTL1 block | RGS12 GoLoco inh | aGlu spleen mod | GAA glycogen mod | RECQ1 inh
20 | CC(=O)N(C(C)=O)N1C(=O)c2cccc3c(N4CCOCC4)ccc(c23)C1=O | -1% | -3% | -3% | 10% | 21% | -4% | -1% | -20%
25 | O=C(O)CCCC(=O)Nc1ccc(Cl)c(Cl)c1 | -1% | 8% | 1% | 2% | 9% | 2% | 3% | -1%
14 | O=C(O)CCn1cc(C(=O)O)c(-c2ccccc2)n1 | . | 5% | -7% | 11% | 2% | -5% | 7% | -13%

Next entries.
no. | smiles | GAA inhib | TRb SRC2 PPI | TR SRC2 fluor cs | L3MBTL1 block | RGS12 GoLoco inh | aGlu spleen mod | GAA glycogen mod | RECQ1 inh
26 | Cc1ccc(S(=O)(=O)CCSc2ccc(C(F)(F)F)cn2)cc1 | -5% | -8% | -5% | 0% | 3% | -5% | -5% | -10%
27 | CN(CCC#N)C(=O)COC(=O)c1ccc(Cl)c(S(N)(=O)=O)c1 | -3% | -2% | 5% | -4% | 8% | -10% | 0% | -8%
28 | Cc1cc(C(=O)N2CCOCC2)c(C)o1 | -10% | -13% | 0% | 6% | 8% | -1% | -1% | i
29 | CCOC(=O)c1cc(-c2cccs2)nc2onc(C)c12 | ? | 0% | 2% | 5% | 5% | 0% | -6% | -7%
30 | CCCc1nc2ccccc2c(C(=O)OC(C)C(=O)NCc2ccc3c(c2)OCO3)c1CC (stereo not drawn) | -7% | 0% | -4% | -9% | 4% | -4% | -1% | -9%
31 | O=C1S/C(=C\c2ccc(N3CCOCC3)o2)C(=O)N1c1ccccc1 | -1% | -2% | 3% | . | 139%[activator] | 1% | -11% | -18%
32 | O=C(NCc1cccnc1)C1CCCN(S(=O)(=O)c2ccccc2)C1 (stereo not drawn) | -5% | 3% | 0% | -19% | -4% | 8% | -6% | 16%
33 | COc1ccc(OC)c(C2Nc3c(Cl)ccc(C(=O)O)c3C3C=CCC32)c1 (stereo not drawn) | . | 5% | -1% | -14% | -12% | -3% | 7% | i
34 | Cc1cc(C)cc(NC(=O)COC(=O)c2n[nH]c3ccccc23)c1 | -7% | -3% | -2% | 0% | 9% | . | -2% | i
35 | CCOC(=O)c1nc(N)c(=O)n(-c2ccc(C)cc2)n1 | -1% | 9% | -1% | 3% | -1% | -10% | 4% | -5%
36 | COc1ccc(NC(=O)/C(C#N)=C/c2cc(C)n(-c3ccc(N4CCOCC4)c([N+](=O)[O-])c3)c2C)cc1 | -3% | 4% | 8% | -8% | 12% | -1% | -6% | -3%
37 | O=C(CSC1=NCCS1)Nc1ccc(S(=O)(=O)NC2CCCCC2)cc1 | -5% | -9% | 0% | . | -2% | -7% | -3% | 9%
38 | CCOC(=O)c1cccc(NS(=O)(=O)c2ccc(NC(C)=O)cc2)c1 | -11% | -12% | -1% | . | -14% | -10% | -1% | -9%
39 | CSc1nncc(/C(C)=N\Nc2ccccc2C)n1 | 1% | 8% | 0% | . | 0% | -3% | -5% | i
40 | Cc1nccc(-c2cccc(N/N=C(\C#N)C(=O)c3ccccc3)c2)n1 | . | 5% | -8% | -17% | 2% | -7% | 2% | -1%
41 | CCn1cc(C(=O)N[C@H](C)c2ccccc2)c(=O)c2cc(F)c(N3CCN(C)CC3)cc21 | -1% | 5% | -4% | . | 14% | 3% | -6% | i
42 | CN[C@H](CC(=O)O)C(=O)O | . | 6%&-3%&-3% | 0%&-1%&-2% | . | -6%&0%&-11% | 13%&3%&8% | . | -7%&2%
43 | COc1ccc(Oc2c(-c3ccc(O)cc3O)n[nH]c2C)cc1 | 5% | 12% | 0% | -10% | 2% | 0% | ? | i
44 | O=C(NCC1COc2ccccc2O1)c1ccc(Cl)cc1 (stereo not drawn) | 8% | -1% | 1% | 6% | -8% | 0% | -22% | -10%
45 | COc1ccc(C2CC(C)(c3ccc(OC)cc3OC)Nc3ccccc3N2)c(OC)c1 (stereo not drawn) | -6% | 0% | -6% | -5% | 11% | -13% | -20% | -14%
46 | O=C(NNC(=O)c1ccc(O)cc1O)c1ccc(Cl)cc1 | -2% | 5% | 1% | 8% | 6% | -4% | -5% | 9%
47 | CCSc1nc2c(c(=O)[nH]c(=O)n2C)n1C/C=C(/C)Cl | -9% | -6% | 0% | . | 5% | -2% | 3% | 2%
48 | O=C(O)CSc1nc2ccccc2n1-c1ccccc1 | 6% | 1% | 0% | 11% | 3% | -21% | -9% | -6%
49 | CN(Cc1cc(=O)[nH]c2ccccc12)C(=O)c1ccccc1 | -5% | 1% | -3% | -1% | -1% | 3% | -2% | i

3 compounds picked at random from those above, as already listed:
no. | smiles | GAA inhib | TRb SRC2 PPI | TR SRC2 fluor cs | L3MBTL1 block | RGS12 GoLoco inh | aGlu spleen mod | GAA glycogen mod | RECQ1 inh
40 | Cc1nccc(-c2cccc(N/N=C(\C#N)C(=O)c3ccccc3)c2)n1 | . | 5% | -8% | -17% | 2% | -7% | 2% | -1%
26 | Cc1ccc(S(=O)(=O)CCSc2ccc(C(F)(F)F)cn2)cc1 | -5% | -8% | -5% | 0% | 3% | -5% | -5% | -10%
44 | O=C(NCC1COc2ccccc2O1)c1ccc(Cl)cc1 (stereo not drawn) | 8% | -1% | 1% | 6% | -8% | 0% | -22% | -10%

Some of the compounds tested (hit frequency here may not be typical).
